FEN1 inhibitor – qHTS Assay for the Inhibitors of Human Flap endonuclease 1 (FEN1); P39748; Recombinant FEN1 flap cleavage, fluorescence, 15 min; Potency, µM (series often up to 114 µM), inactives show at the highest dose activity change, negative = inhibition, actives largely listed as inhibitors; 0.35% of 390,000 active; AID 588795, 2011; also: nearly all actives have a fitted effect of over 65% in size
Target sequence (P39748 whole entry, looked up): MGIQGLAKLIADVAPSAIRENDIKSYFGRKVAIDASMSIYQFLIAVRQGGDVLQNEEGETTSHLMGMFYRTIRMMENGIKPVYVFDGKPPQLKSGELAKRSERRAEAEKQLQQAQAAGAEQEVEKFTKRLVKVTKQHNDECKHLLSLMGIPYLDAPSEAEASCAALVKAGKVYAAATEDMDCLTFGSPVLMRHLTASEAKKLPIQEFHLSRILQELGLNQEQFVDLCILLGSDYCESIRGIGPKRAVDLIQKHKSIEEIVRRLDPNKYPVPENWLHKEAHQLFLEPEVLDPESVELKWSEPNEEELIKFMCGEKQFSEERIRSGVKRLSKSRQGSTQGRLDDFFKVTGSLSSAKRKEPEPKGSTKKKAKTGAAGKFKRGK
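With each library titrated from low to high concentration, compounds met 10 nM FEN1 for 15 min at room temperature before 50 nM substrate was added; readings at 0 and 15 min fed four-parameter Hill curve fits.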
N370S GC mod – qHTS Assay for Inhibitors and Activators of N370S glucocerebrosidase as a Potential Chaperone Treatment of Gaucher Disease | AID 2101, 2009 | Lysosomal acid glucosylceramidase (Homo sapiens), P04062 | 0.092% of 330,000 active | Potency, µM (doses to about 59.4 µM), for inactives: at the highest dose activity change, negative = inhibition, actives largely listed as inhibitors | N370S GC spleen homogenate, 4MU-glucoside fluorescence;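 also: 0% = full enzyme activity and -100% = no enzyme basal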
KAT2A inh – qHTS Assay for Inhibitors of GCN5L2; Histone acetyltransferase KAT2A (Homo sapiens), Q92830; GCN5L2 HAT assay, ThioGlo1 CoA-SH fluorescence; Potency, µM (top dose mostly 58.9 µM), for inactives: at the highest dose activity change, negative = inhibition, actives largely listed as inhibitors; 0.21% of 390,000 active
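Fluorescence readout, Ex340nm/Em540nm: ThioGlo1 (50uM final) reacts with free CoA thiol released as 20nM GCN5L2 acetylates H3(1-25) peptide (75uM) using acetyl-CoA (70uM). Compound and enzyme sat 15 min beforehand; 20 min room-temperature reaction.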
Starred values were filed as active, the others as inactive; ? = inconclusive; . = no result given; [ ] = another dose, or the depositor's remark. Calls follow the shape of the dose curve; as a rule, active = well fitted curve in the direction sought with a large enough effect; inconclusive = small, poorly fitted or top-dose-only effect, or another doubt; inactive = no such curve, though single readings can be large; an effect the other way counts as inactive or inconclusive. Unless noted, % is scaled to controls: 0 for no effect and ±100 for the full control effect; potency is read from the fitted curve at half-maximal effect. This is a subset. The share of hits here may be higher or lower than overall.

Screens in order: FEN1 inhibitor	N370S GC mod	KAT2A inh
Cc1cc(C)cc(NC(=O)Cn2c(-c3cncs3)nc3ccccc32)c1
 : -11%	.	-4%
CCOC(=O)CCCNS(=O)(=O)c1c(C)ccc2nsnc12
 : -1%	7%	0%
COc1cc(NC(=O)c2cc3nc(-c4ccccc4)cc(-c4ccccc4)n3n2)c(OC)cc1Cl
 : 10%	.	-12%
O=C1C(Cl)=C(NCc2cccnc2)C(=O)c2ccccc21
 : -7%	-1%	-14%
Cc1cccc(NC(=O)CN2C(=O)C3(SCC(=O)N3c3ccccc3)c3ccccc32)c1 (stereo not given)
 : -11%	.	-11%
CCCCNC(=S)NNC(=O)c1cccnc1
 : 4%	7%	9%
Cc1ccc(S(=O)(=O)N(c2ccccc2)C2CCS(=O)(=O)C2)cc1 (stereo not given)
 : 1%	-3%[2.35 µM]	-3%
CCC(Sc1nc2c(c(=O)n1CC)SC(C)C2)C(=O)OC (stereo not given)
 : 21%	0%	2%
Cc1cc(C(=O)COC(=O)C(C)NC(N)=O)c(C)n1Cc1ccco1 (stereo not given)
 : -1%	-1%	-6%
COc1cc2cc(C(c3nnnn3C3CCCC3)N3CCc4ccccc43)c(=O)[nH]c2cc1OC (stereo not given)
 : 4%	11%	0%
CCC(C)N(CC(=O)NCc1ccc(OC)cc1)C(=O)c1csnn1 (stereo not given)
 : -4%	-23%	-6%
CNC(=O)C1CCC(Cn2c(=O)c3sccc3n(Cc3ccccc3)c2=O)CC1 (stereo not given)
 : 1%	.	-4%
CCOC(=O)C1=C(c2ccccc2)NC(N)=NC1c1ccc(OCc2ccc(Cl)cc2)c(OC)c1 (stereo not given)
 : -3%	22µM*	1%
COc1ccc(OC)c(/C=C/c2c([N+](=O)[O-])c(=O)n(C)c(=O)n2C)c1
 : -3%	-6%	-7%
COc1ccccc1C(CNC(=O)c1ccc(NS(=O)(=O)c2ccc(F)c(C)c2)cc1)N1CCCC1 (stereo not given)
 : -3%	-13%	-2%
O=S(=O)(NCc1ccco1)c1cccc(S(=O)(=O)N2CCOCC2)c1
 : -1%	0%	-2%
O=C(OCc1nnc(-c2ccccc2Br)o1)c1ccco1
 : 15%	.	0%
COc1ccc(S(=O)(=O)N(CC(=O)N2CCCC2)Cc2ccccc2)cc1
 : 1%	8%	-22%
O=C(N/N=C/c1ccccn1)c1cc(-c2ccc(Cl)cc2)nc2ccccc12
 : -4%	3%	-13%
COC(=O)C1=C(C)NC(C)=C(C(=O)OC)C1C(=O)OCc1nnc(-c2ccccc2Cl)o1
 : -11%	-3%	1%
CCOC(=O)c1ccc(NC(=S)N2CCCC(C(=O)N3CCCC3)C2)cc1 (stereo not given)
 : 3%	-1%	-8%
COc1ccc(/C=C/C(=O)OCC(=O)NC2CCCC2)cc1OC
 : 2%	.	-1%
CCOc1nsc(OCC)n1
 : 15%	6%	3%
Cc1cccc(CN2C(=O)N/C(=C/c3cc(C)n(-c4ccccn4)c3C)C2=O)c1
 : -7%	-6%	-1%
CC(C)(C)NC(=O)NC(=O)COC(=O)c1ccco1
 : -6%	-10%	-5%
O=C(CCc1nnc2n(Cc3ccc(F)cc3)c(=O)c3ccccc3n12)N1CCN(c2ccccn2)CC1
 : 3%	0%	-3%
Nc1ccc(C(=O)OCc2ccncc2)cc1[N+](=O)[O-]
 : -15%	-20%	1%
O=C(Cn1cc([N+](=O)[O-])cn1)NCCc1c[nH]c2ccccc12
 : 0%	19%	-6%
N#Cc1ccc2ccn(CC(=O)NC3CCCCCC3)c2c1
 : 5%	1%	1%
COC(=O)N/N=C/c1cc(C)n(-c2ccc(Br)cc2)c1C
 : -1%	9%	-2%

Pulled one by one from the list above:
Screens in order: FEN1 inhibitor	N370S GC mod	KAT2A inh
COc1cc(NC(=O)c2cc3nc(-c4ccccc4)cc(-c4ccccc4)n3n2)c(OC)cc1Cl
 : 10%	.	-12%
O=C(N/N=C/c1ccccn1)c1cc(-c2ccc(Cl)cc2)nc2ccccc12
 : -4%	3%	-13%
Cc1ccc(S(=O)(=O)N(c2ccccc2)C2CCS(=O)(=O)C2)cc1 (stereo not given)
 : 1%	-3%[2.35 µM]	-3%
COc1ccc(S(=O)(=O)N(CC(=O)N2CCCC2)Cc2ccccc2)cc1
 : 1%	8%	-22%
Cc1cccc(NC(=O)CN2C(=O)C3(SCC(=O)N3c3ccccc3)c3ccccc32)c1 (stereo not given)
 : -11%	.	-11%

The list continues.
Screens in order: FEN1 inhibitor	N370S GC mod	KAT2A inh
Cc1ccc(NC(=S)N2CCC(c3nc4ccccc4s3)CC2)cc1C
 : -19%	7%	-6%
O=C(Nc1ccc(N2CCCCC2)cc1)c1cc(S(=O)(=O)N2CCOCC2)ccc1F
 : 0%	-1%	0%
C=CCOc1ccc(CN(C)CC(=O)Nc2ccc3c(c2)CCC3)cc1
 : 0%	-15%	-9%
O=C1CC(c2ccccc2)Cc2[nH]c(=O)c(-c3nc(-c4ccc(Cl)c(Cl)c4)cs3)cc21 (stereo not given)
 : -15%	.	1%
CCN(C(=O)COC(=O)c1nc(Cl)ccc1Cl)C1CCS(=O)(=O)C1 (stereo not given)
 : -11%	-1%	2%
Cc1ccc(-c2cc(C(=O)Nc3ccc(S(=O)(=O)Nc4nccs4)cc3)c3ccccc3n2)c(C)c1
 : -13%	0%	-22%
CCOc1ccc(C2CC(c3cccc(C)c3)n3ncnc3N2)cc1 (stereo not given)
 : 8%	-19%	-16%
O=C(NC[C@@H](O)CO)c1c(I)c(C(=O)NC[C@@H](O)CO)c(I)c(N(CCO)C(=O)CO)c1I
 : .	19%[21.6 µM]	-4%[21.4 µM]
Cc1ccc(OCCn2c(Br)nc3c2c(=O)n(C)c(=O)n3C)cc1
 : ?	5%	-6%
COc1ccc(-c2noc(CNC(=O)c3ccccc3Br)n2)cc1
 : -4%	.	-9%
COc1cccc(-n2nnc3c(=O)n(CC(=O)OCc4ccccc4)cnc32)c1
 : -6%	10%	-6%
CS(=O)(=O)N1CCC[C@@]2(CCN(Cc3nccs3)C2)C1
 : .	-5%	8%
O=C(CN1C(=O)C(=O)c2ccccc21)c1ccccc1
 : -15%	-3%	1%
CN(C)C(CNC(=O)Cc1cccc(C(F)(F)F)c1)c1ccco1 (stereo not given)
 : 1%	-1%	-3%
CC(C)C(=O)Nc1cccc(-c2nc3ncccc3o2)c1
 : -8%	3%	-10%
CC1=Nc2cccc3cccc(c23)N1
 : ?	-4%	-5%
COc1cccc(NC(=S)N(CCc2c(C)[nH]c3ccccc23)Cc2cccs2)c1
 : -4%	18%	-4%
Cc1cc2n(n1)C(c1ccccc1Cl)Nc1ccccc1-2 (stereo not given)
 : 3%	7%	-2%
Cc1cccc(NCC(=O)N/N=C/c2ccc(Br)cc2)c1
 : -4%	10%	2%
COc1ccc(NC(=O)CSc2nnc(-c3cccc(O)c3)o2)cc1
 : -6%	-13%	-2%
Cc1cccc(OCc2nnc(NC(=O)Cc3cccs3)s2)c1
 : -7%	-2%	5%
Cc1ccn2c(C(=O)c3ccc(Cl)cc3)cnc2c1
 : -13%	10%	-2%
Cc1cc(NC(=O)c2cc(-c3ccco3)on2)no1
 : -9%	3%	-5%
N#Cc1c(-c2ccccc2)ccn(Cc2ccccc2Cl)c1=O
 : 0%	-1%	-19%
CCOCCCN(C(=O)CNC(=O)c1ccco1)C(C(=O)NC1CCCC1)c1ccccc1C (stereo not given)
 : -6%	3%	-1%
COc1ccc(N/C(=C/[N+](=O)[O-])SC)cc1
 : -16%	-4%	-5%
CC(C)Cn1c2c(c(=O)[nH]c1=O)C(NS(=O)(=O)c1ccc(Cl)cc1)(C(F)(F)F)C(=O)N2 (stereo not given)
 : 4%	3%	3%
Cc1cccc(Cn2cc(/C=C(/C#N)C(=O)Nc3cccc(Cl)c3)c3ccccc32)c1
 : ?	.	-19%
CN(CC(=O)Nc1ccccc1Br)C(=O)c1ccccc1-c1nc2ccccc2s1
 : -10%	1%	-12%
CCC1(C)NC(C(=O)O)Cc2c1[nH]c1ccccc21 (stereo not given)
 : -3%	-2%	-10%
Cc1ccc(C)c(NC(=O)CSc2nnc(-c3ccncc3)o2)c1
 : -7%	3%	-6%
CS(=O)(=O)N(CC(=O)NC1CC2CCC1C2)c1cccc(C(F)(F)F)c1 (stereo not given)
 : -6%	11%	-15%
Cc1ccc(NC(=O)CSc2ncc3c(n2)-c2ccccc2N(C)S3(=O)=O)c(Cl)c1
 : 6%	.	3%
CN1CCN(c2nc(-c3ccc(Cl)cc3Cl)nc3ccccc23)CC1
 : -6%	-23%	-6%
CC(C)CCN1CCN(Cc2cccc(-n3cccn3)c2)CC1CCO (stereo not given)
 : 9%	1%	-13%
CCOc1ccc(C=NNc2ccc(S(=O)(=O)Nc3ccccc3C(=O)O)cc2[N+](=O)[O-])cc1OC
 : 79µM*	.	?
Nc1scc2c(C(=O)N/N=C/c3ccc(Cl)cc3)nn(-c3ccccc3)c(=O)c12
 : 0%	-11%	?
COc1ccc(/C=C2/SC(=O)N(CCC(=O)Nc3ccc(S(=O)(=O)Nc4nccs4)cc3)C2=O)cc1
 : ?	6%	19%
CN(C)S(=O)(=O)c1ccc(Oc2ccc(S(=O)(=O)N(C)C)cc2)cc1
 : 6%	-2%	-16%
CCC(C)SCc1nc2ccccc2[nH]1 (stereo not given)
 : 3%	-10%	1%
COc1ccccc1CNC(=O)COC(=O)c1cc(=O)[nH]c2ccccc12
 : 11%	.	2%
Cc1cnc(CNc2ncnc3ccc(-c4ccccc4C#N)cc23)cn1
 : .	-1%	-12%
CCCCc1nnc(NC(=O)C2CC(=O)N(c3ccc(C)cc3)C2)s1 (stereo not given)
 : 5%	3%	-2%
COc1cc(/C=C/C(=O)Nc2ccc3[nH]c(=O)[nH]c3c2)cc(OC)c1OC
 : ?	14%	-15%
CCOC(=O)Nc1cccc(OCC(=O)Nc2ccccc2OC)c1
 : -8%	10%[2.35 µM]	-3%
Cc1ccc(NC(=O)NNC(=O)C2CC(c3cccs3)=NO2)cc1 (stereo not given)
 : -6%	-4%	-3%
CCOc1ccc(NCc2cc3c(C(C)(C)C)nn(-c4ccccc4)c3[nH]c2=O)cc1
 : -17%	2%[12.8 µM]	-22%
CCN1CCN(c2ccc(S(=O)(=O)N3CCOCC3)cc2NC(=O)/C=C/c2ccc(C)cc2)CC1
 : -11%	0%	-11%
Cc1nc(SCc2ccc(C(=O)O)cc2)nc2c1CCCC2
 : 8%	-12%	-3%
COc1ccccc1C(=O)NCCC(=O)NC1CCCC(C)C1C (stereo not given)
 : 6%	-5%	4%
CCCN(C(=O)C1CCCN(c2ncnc3c2nc2n3CCCCC2)C1)c1ccc(F)cc1 (stereo not given)
 : ?	8%	-10%
Cc1ccccc1C(=O)NNC(=O)CSc1nnc(-c2ccncc2)n1-c1ccccc1
 : -9%	0%	0%
CCOC(=O)N1CCN(C(=O)CS(=O)(=O)Cc2nc(-c3ccccc3F)oc2C)CC1
 : 13%	-3%	0%
COc1ccc(S(=O)(=O)NCc2ccccn2)cc1NC(=O)c1ccccc1C
 : 5%	3%	5%
Cc1sc(NC(=O)/C=C/c2ccco2)c(C(=O)O)c1C
 : 11%	-2%	-5%
O=C(NC1CCN(Cc2ccc(F)cc2)CC1)c1ccccc1
 : 0%	-6%	-5%
CCn1nc(C)c(CN2CCCC(CO)(Cc3ccccc3)C2)c1C (stereo not given)
 : -1%	-16%	1%
CCOC(=O)c1ccc(NC(=O)CC2C(=O)N(c3ccc(C)cc3)C(=O)N2C2CCCC2)cc1 (stereo not given)
 : -2%	.	-10%
CN(Cc1c(F)cccc1Cl)C(=O)CNC(=O)c1sc2ccccc2c1Cl
 : -7%	2%	-14%
Cc1c(Cc2ccccc2)c(=O)oc2cc(OCC(N)=O)ccc12
 : 0%	4%	-14%
NS(=O)(=O)c1ccc(CCNC(=O)CSc2nc3ccccc3c(=O)n2CC2CCCO2)cc1 (stereo not given)
 : 0%	-2%	-4%
Cc1nc2ccccc2c(=O)n1NC(=O)c1ccc(Cl)c(Cl)c1
 : -6%	-6%	-9%
Cc1cc(C)n2c(SCC(=O)NC3CCCCC3)nnc2n1
 : -1%	9%	-7%

N370S GC mod, entries above that show a hit
Screens in order: FEN1 inhibitor	N370S GC mod	KAT2A inh
CCOC(=O)C1=C(c2ccccc2)NC(N)=NC1c1ccc(OCc2ccc(Cl)cc2)c(OC)c1 (stereo not given)
 : -3%	22µM*	1%

Three compounds out of the list above, arranged by the value under N370S GC mod, largest number first:
| mol | N370S GC mod |
| --- | --- |
| CS(=O)(=O)N(CC(=O)NC1CC2CCC1C2)c1cccc(C(F)(F)F)c1 (stereo not given) | 11% |
| CCN1CCN(c2ccc(S(=O)(=O)N3CCOCC3)cc2NC(=O)/C=C/c2ccc(C)cc2)CC1 | 0% |
| CCC(C)SCc1nc2ccccc2[nH]1 (stereo not given) | -10% |

Assay outcomes from PubChem.
